GPR35 antagonists = inhibition of zaprinast-stimulated GPR35 beta-arrestin translocation – imaging, U2OS, beta-arrestin-GFP, zaprinast agonist, primary screen (AID 2058). U2OS GPR35 beta-arrestin-GFP translocation imaging, zaprinast antagonism; higher % means a stronger effect. actives 0.052% (n = 290,000). one-dose inhibition, % at 10 µM; IC50 in µM for titrated hits;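 active = inhibition of at least 50% with at least 30 cells and total cytoplasm GFP at most 10,000,000; inconclusive = under 30 cells or total GFP of 10,000,000 plus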
NTR1 ag = agonists of NTR1, primary screen, imaging, U2OS cells, beta-arrestin-GFP, high content (AID 493036) | activation, % at 20 µM | actives 0.17% (n = 330,000) | NTR1-U2OS beta-arrestin-GFP spot imaging, agonist mode;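 active = activation at or above 40% of the spot to cytoplasm intensity ratio, with at least 20 cells analyzed; inconclusive = wells under 20 cells, flagged as cytotoxic or low count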;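 also: 0% = DMSO without peptide and 100% = 100 nM NTR1 peptide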
Target sequence (P30989 whole entry, looked up): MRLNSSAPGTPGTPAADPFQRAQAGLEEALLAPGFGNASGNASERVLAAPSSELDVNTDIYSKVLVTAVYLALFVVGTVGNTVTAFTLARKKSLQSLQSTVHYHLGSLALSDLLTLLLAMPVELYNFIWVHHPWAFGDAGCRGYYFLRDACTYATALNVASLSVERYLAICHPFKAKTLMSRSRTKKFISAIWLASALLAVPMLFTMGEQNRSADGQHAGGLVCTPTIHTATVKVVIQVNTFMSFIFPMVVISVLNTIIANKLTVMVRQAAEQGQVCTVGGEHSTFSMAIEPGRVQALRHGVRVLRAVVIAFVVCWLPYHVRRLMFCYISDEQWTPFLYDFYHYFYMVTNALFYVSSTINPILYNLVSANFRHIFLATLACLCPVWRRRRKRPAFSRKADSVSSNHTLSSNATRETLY
T cell modulator = modulates CD8 T cell binding to vesicles; calls only at 7 µM; AID 2052; actives 0.068% (n = 330,000); 2C CD8+ T cell-vesicle binding, flow cytometry; stronger effect = lower value;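 active = response, share of CD8 T cells binding vesicles, and their 90th percentile fluorescence all below set limits, cut at about 80% in these data, passing the limit was not always enough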
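Assay system: 2C TCR transgenic mouse naive CD8+ T cells, MACS-purified | Read-out: CD8+ gate FL2 mean fluorescence as % of same-row positive control | Signal: High-throughput flow cytometry with anti-B7-1 and anti-CD8 staining | Timing: Binding step 1.5 h, 37 °C, antibody labelling 20 min, ice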
KOR beta-arrestin-1 = kappa opioid receptor activators – cell-based, luminescence, uHTS, primary screen (AID 1777) | KOR beta-arrestin recruitment, luminescence; higher % means a stronger effect | activation, % at 10 µM; hits with a dose series show EC50 in µM | actives 0.02% (n = 280,000); in the data active = activation above about 50%, passing the limit was not always enough; also: a part of the inactive calls stands beside numbers as strong as those of hits
GPR55 LPI antagonism = GPR55 antagonists blocking LPI-driven arrestin recruitment, primary screen, imaging, U2OS, beta-arrestin-GFP, LPI agonist (AID 2013); U2OS GPR55 beta-arrestin-GFP translocation imaging, LPI antagonism; higher % means a stronger effect; inhibition, % at 10 µM, or IC50 in µM where a hit was titrated; actives 0.13% (n = 290,000);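 active = spots per cell inhibited over 60%, with over 100 cells counted and total cytoplasm intensity under 500,000; inconclusive = wells with under 100 cells, flagged as likely toxic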;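 also: U2OS cells stably carrying GPR55 and arrestin-GFP stimulated by 5 µM LPI near EC80; imaged beta-arrestin-GFP aggregate spots per cell after agonist stimulation; plate controls were LPI-stimulated DMSO wells for no effect and DMSO wells without LPI for full effect; some results filed as inactive read as strong as hits; confirmed hits need IC50 under 10 µM and bright autofluorescent wells are also inconclusive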
Salmonella PhoP GFP = PhoP-dependent GFP reporter repression – Salmonella Typhimurium, primary screen (AID 1863); S. Typhimurium PhoP-regulated promoter GFP reporter, 4 h; higher % means a stronger effect; one-dose inhibition, % at 50 µM; IC50 in µM for titrated hits; actives 0.16% (n = 300,000);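 active = inhibition over 29.93%, a cutoff 3 SD above the screen mean, later confirmed by dose response; inconclusive = inhibition over 29.93% but no dose response follow-up; inactive = inhibition at most 29.93% or unconfirmed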;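 also: 0% = low Mg2+ inducing control and 100% = high Mg2+ repressing control; strong numbers were not always called active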
KOR beta-arrestin-2 = kappa opioid receptor blockers – cell-based, luminescence, uHTS (AID 1778); KOR beta-arrestin recruitment, luminescence, antagonist mode; higher % means a stronger effect; inhibition, % at 10 µM; hits with a dose series show IC50 in µM; actives 0.091% (n = 290,000); in the data active = inhibition above about 50%; also: strong numbers were not always called active
GPR55 activation = GPR55 agonists via beta-arrestin recruitment, primary screen, imaging, U2OS cells, beta-arrestin-GFP redistribution (AID 1961) | U2OS GPR55 beta-arrestin-GFP redistribution imaging; higher % means a stronger effect | actives 0.048% (n = 290,000) | activation, % at 10 µM; hits with a dose series show EC50 in µM;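 active = activation above 40% with more than 50 cells counted in the well; inconclusive = wells holding fewer than 50 cells, flagged as toxic or sparse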;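 also: U2OS osteosarcoma cells stably expressing GPR55 and beta-arrestin-GFP; plate controls were DMSO negative control for no effect and LPI positive control for full effect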
West Nile antiviral = West Nile virus antiviral activity, cell-based, CPE readout (AID 1621) | one-dose CPE inhibition, % at 10 µM; IC50 in µM for titrated hits | West Nile virus-infected cells, CPE inhibition; higher % means a stronger effect | actives 0.02% (n = 290,000); in the data active = a potency from the dose series; inconclusive = CPE inhibition mostly from about 3.7% at the one dose, without a potency; inactive = the rest, 99 in 100 with CPE inhibition below about 2.2%; also: strong numbers were not always called active
T cell modulator vesicle-bound % = further read-out of T cell modulator, marked with its call; double positive events, %; measured here: CD8+ vesicle-bound cell fraction;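 binding gate set so that unloaded-vesicle control wells show 10% double positive cells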
NTR1 ag cell count 20 µM = also measured in NTR1 ag; calls as there; cell count; measured here: cell count, cytotoxicity flag
* = called active by the depositor; i = inactive; ? = inconclusive; · = no result given; [ ] = remark or other dose.

item	SMILES	KOR beta-arrestin-2	T cell modulator	KOR beta-arrestin-1	T cell modulator vesicle-bound %	GPR55 activation	GPR35 antagonists	GPR55 LPI antagonism	NTR1 ag cell count 20 µM	Salmonella PhoP GFP	West Nile antiviral	NTR1 ag
1	Cc1ccc(NC2=NC(C(=O)Nc3ccc(C)c(C)c3)CC(=O)N2)cc1 (centres undefined)	21%	i	-3.1%	4	-0.1%	-13%	-1%	97	6%	-0.3%	1.8
2	Cc1ccc(NC(=O)c2cccs2)cc1S(=O)(=O)Nc1cccc(Cl)c1	32%	i	1.3%	24	0.7%	9%	-8%	55	-2%	?	0.9
3	C(=C\c1ccco1)/C1=NN(c2ccccc2)C(c2ccco2)C1 (centres undefined)	7%	i	-0.3%	49	27%	4%	-2%	47	-3%	-0.7%	-0.4
4	CC(C)(C)c1cc(C(=O)NNS(=O)(=O)c2ccccc2)n[nH]1	-20%	i	4.5%	43	-0.3%	3%	-2%	59	-3%	-0.1%	0.0
5	COc1ccccc1NC(=O)C/C(C)=N/NC(=O)COc1c(Br)cc(Br)cc1OC	-20%	i	-2.8%	2	-0.2%	-14%	9%	50	-6%	-0.1%	-1.2
6	COC(=O)C1=CN(Cc2ccc(OC)c(OC)c2)C=C(C(=O)OC)C1c1ccccc1F	2%	i	-4.3%	49	0.4%	0%	2%	70	2%	0.1%	0.0
7	Cc1nc(COC(=O)c2ccc(CO)cc2)cs1	11%	i	9.6%	23	0.6%	2%	7%	72	9%	0.1%	-0.4
8	COc1ccc(C)cc1Nc1n[n+](-c2ccccc2)c(-c2cc([N+](=O)[O-])cc(OC)c2O)s1	-7%[20 µM]	i	-2.2%	8	-0.1%	-3%	14%	78	2%	-0.2%	-0.6
9	CC1CC(OCC(O)CN2CCCCC2C)CC(C)(C)C1 (centres undefined)	24%	i	1.2%	57	-0.1%	-4%	26%	84	-2%	-0.5%	-0.5
10	Cc1csc(=NC(=O)c2ccccc2)n1CCO	-21%	i	-1.0%	13	0.2%	-4%	-1%	92	2%	0.3%	1.9
11	Cc1ccc(C(=O)CNc2ccc(Cl)cc2)cc1	-18%	i	1.2%	34	-0.3%	0%	14%	53	-6%	0.6%	0.9
12	CCCc1cc(=O)[nH]c(SCC(=O)C(C)(C)C)n1	8%	i	-4.2%	25	0.6%	14%	-8%	83	-11%	-0.2%	-0.7
13	CCCn1nc(C(=O)NC2CCCc3ccccc32)c2ccccc2c1=O (centres undefined)	10%	i	-2.9%	48	-0.1%	3%	8%	62	1%	0.2%	11
14	C=CCNC(=S)NCc1ccc(CNC(=S)NCC=C)cc1	-9%	i	-1.3%	44	-1.1%	-9%	-8%	79	8%	-0.2%	0.8
15	O=c1[nH]c(CS(=O)(=O)c2ccccc2)nc2ccccc12	-24%	i	-2.0%	48	0.2%	1%	9%	34	-2%	-0.1%	0.3

Shown with one line to a screen: part of the list above
4. CC(C)(C)c1cc(C(=O)NNS(=O)(=O)c2ccccc2)n[nH]1
5. COc1ccccc1NC(=O)C/C(C)=N/NC(=O)COc1c(Br)cc(Br)cc1OC
Compound,4,5
KOR beta-arrestin-2,-20%,-20%
T cell modulator,i,i
KOR beta-arrestin-1,4.5%,-2.8%
T cell modulator vesicle-bound %,43,2
GPR55 activation,-0.3%,-0.2%
GPR35 antagonists,3%,-14%
GPR55 LPI antagonism,-2%,9%
NTR1 ag cell count 20 µM,59,50
Salmonella PhoP GFP,-3%,-6%
West Nile antiviral,-0.1%,-0.1%
NTR1 ag,0.0,-1.2

Single records, as listed above:
COC(=O)C1=CN(Cc2ccc(OC)c(OC)c2)C=C(C(=O)OC)C1c1ccccc1F in the list: KOR beta-arrestin-2 = 2%; T cell modulator = i; KOR beta-arrestin-1 = -4.3%; T cell modulator vesicle-bound % = 49; GPR55 activation = 0.4%; GPR35 antagonists = 0%; GPR55 LPI antagonism = 2%; NTR1 ag cell count 20 µM = 70; Salmonella PhoP GFP = 2%; West Nile antiviral = 0.1%; NTR1 ag = 0.0
CCCc1cc(=O)[nH]c(SCC(=O)C(C)(C)C)n1 in the list: KOR beta-arrestin-2 = 8%; T cell modulator = i; KOR beta-arrestin-1 = -4.2%; T cell modulator vesicle-bound % = 25; GPR55 activation = 0.6%; GPR35 antagonists = 14%; GPR55 LPI antagonism = -8%; NTR1 ag cell count 20 µM = 83; Salmonella PhoP GFP = -11%; West Nile antiviral = -0.2%; NTR1 ag = -0.7

Carrying on.
item	SMILES	KOR beta-arrestin-2	T cell modulator	KOR beta-arrestin-1	T cell modulator vesicle-bound %	GPR55 activation	GPR35 antagonists	GPR55 LPI antagonism	NTR1 ag cell count 20 µM	Salmonella PhoP GFP	West Nile antiviral	NTR1 ag
16	Cc1ccc2oc(=O)c3cnn(CC(=O)N4CCCCC4C)c3c2c1 (centres undefined)	3%	i	-5.5%	25	-0.1%	9%	3%	77	4%	0.8%	0.3
17	CCOc1ccc2nc(Cl)sc2c1	-30%	i	-1.3%	41	-0.1%	-15%	10%	45	-2%	0.5%	1.9
18	CCOc1ccc(C2CC(c3cccc(C)c3)n3nc(N)nc3N2)cc1 (centres undefined)	-2%	i	-2.7%	62	-0.1%	-12%	4%	56	5%	-0.7%	-1.8
19	CC(=O)C1=C(O)C(=O)N(CCc2c[nH]c3ccccc23)C1c1ccccc1 (centres undefined)	-25%[20 µM]	i	·	56	0.1%	0%	3%	84	·	0.2%	-1.1
20	O=C1CCC/C(=N\NC(=O)c2ccc(NS(=O)(=O)c3ccc(Br)cc3)cc2)C1	-27%	i	2.3%	6	-0.3%	-1%	-8%	69	18%	0.3%	1.2
21	O=C(O)CCC(=O)Nc1cccc2cccnc12	-10%[20 µM]	i	·	37	0.4%	12%	12%	39	-9%	1.6%	1.4
22	Oc1c(N=NC(=S)Nc2ccccc2F)c2ccccc2n1Cc1cccc(Cl)c1	5%	i	-8.2%	27	-0.3%	10%	5%	38	1%	-0.7%	1.2
23	S=C(NCc1ccc2[nH]c3c(c2c1)CCCC3)Nc1ccccc1Cl	-16%	i	3.9%	43	-0.2%	-10%	-1%	102	6%	-0.5%	5.2
24	O=C(COc1cccc2cccnc12)Nc1ccccc1N1CCOCC1	-12%	i	-1.7%	45	-0.4%	-9%	6%	57	-7%	-0.2%	1.6
25	Cc1ccc(C(=O)NCc2ccc3c(c2)OCO3)cc1Cl	-29%	i	-0.2%	52	0.0%	-7%	·	70	-8%	-0.4%	-0.8
26	CC(C)C(OC(=O)CCC(=O)Nc1nccs1)C(=O)NC1CCCCC1 (centres undefined)	-5%[20 µM]	i	·	37	0.0%	5%	11%	35	6%	1.7%	-0.5
27	Cc1cc(C)n(-c2nc(NC(C)(C)C)nc(NC(C)(C)C)n2)n1	3%	i	5.7%	46	-0.1%	-2%	12%	54	7%	-0.6%	0.8
28	CCc1ccccc1NC(=O)c1ccccc1Sc1ccc([N+](=O)[O-])cc1Cl	20%	i	0.1%	54	0.4%	0%	9%	79	5%	-1.0%	7.6
29	COCCn1c(SCC(=O)Nc2ccc(OC)cc2)nnc1-c1ccoc1C	17%	i	-2.9%	50	-0.1%	13%	10%	55	-1%	-0.7%	-0.3
30	Cc1c(C(=O)NCC2CCCO2)oc2ccc(S(=O)(=O)N3CCCC3)cc12 (centres undefined)	8%	i	-1.0%	52	0.5%	13%	10%	73	2%	?	2.1

Later entries.
item	SMILES	KOR beta-arrestin-2	T cell modulator	KOR beta-arrestin-1	T cell modulator vesicle-bound %	GPR55 activation	GPR35 antagonists	GPR55 LPI antagonism	NTR1 ag cell count 20 µM	Salmonella PhoP GFP	West Nile antiviral	NTR1 ag
31	Cc1nn(-c2ccccc2)c2c1P(=O)(O)/C(=C1\N(C)c3ccccc3C1(C)C)C=N2	20%	i	-9.7%	28	0.1%	-3%	-13%	55	-3%	-0.8%	0.2
32	COc1ccc2cc(C(=O)C3CCCN(C(=O)c4sc(C)nc4C)C3)ccc2c1 (centres undefined)	-3%	i	2.8%	38	-0.1%	-7%	13%	59	9%	-0.1%	0.1
33	Cc1ccc(/C=C2\S/C(=N/S(=O)(=O)c3cccs3)NC2=O)cc1	-21%	i	6.3%	58	-0.2%	4%	3%	62	-7%	1.0%	0.8
34	CCN(CC)C(=O)c1cc2c(=O)n3cccc(C)c3nc2n1C	-9%	i	-1.2%	51	0.1%	10%	5%	78	5%	0.5%	0.2
35	COc1ccc(C(=O)N2N=C(c3ccc(NS(C)(=O)=O)cc3)CC2c2cccs2)cc1 (centres undefined)	14%	i	-0.8%	29	-0.1%	1%	4%	86	8%	0.0%	5.3
36	Cc1cc(C)c(S(=O)(=O)N2CCN(S(=O)(=O)N3CCC(C)CC3)CC2)c(C)c1	-6%	i	0.4%	35	-0.4%	7%	8%	50	-9%	-0.6%	2.2
37	Cn1cccc1CC(=O)NNC(=S)Nc1ccc(Cl)cc1Cl	-12%	i	-3.7%	64	1.3%	1%	4%	88	16%	0.3%	1.0
38	CN(C(=O)COC(=O)C1CCN(S(=O)(=O)c2cccs2)CC1)C1CCS(=O)(=O)C1 (centres undefined)	11%	i	-1.5%	31	-0.2%	-6%	0%	99	-7%	0.5%	-1.6
39	Cn1nc(C(C)(C)C)cc1NC(=O)Nc1ccc(F)cc1F	-1%	i	0.6%	33	-0.3%	2%	-4%	32	-2%	-0.2%	1.1
40	Nc1cc(=O)[nH]c(=O)n1CCc1ccccc1	-40%[20 µM]	i	1.1%	31	0.4%	-20%	8%	56	4%	0.4%	-0.1
41	COc1ccc(F)cc1C(=O)C1CCCN(C(=O)c2cccc(N(C)C)c2)C1 (centres undefined)	13%	i	-0.8%	17	0.1%	-9%	12%	51	8%	-1.0%	-0.1
42	Cc1ccc(OCc2cc(C(=O)NC(C)Cc3cnccn3)no2)cc1C (centres undefined)	1%	i	1.8%	8	-0.1%	-8%	5%	41	1%	-0.3%	1.2
43	Cc1cccc(C(=O)N2CCN(Cc3ccc4c(c3)OCO4)CC2)c1	20%	i	-5.7%	21	0.4%	-9%	7%	54	8%	-0.1%	-1.8

High-throughput results (PubChem BioAssay)
